Assay outcomes deposited in PubChem BioAssay by National Center for Advancing Translational Sciences (NCATS).
aGal spleen mod – inhibits or activates alpha-galactosidase in human spleen homogenate; human spleen homogenate, 4MU-alpha-Gal fluorescence, 40 min; P06280; 0.008% of 240,000 active; AID 2107; Potency, µM (highest dose often 80 µM), inactives show at the top dose activity change, negative = inhibition, usual class: inhibitors;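 note: potency is the fitted concentration of half-maximal effect; 0% = enzyme with vehicle and -100% = no enzyme basal signal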
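qHTS titration in buffer at pH 5.0. Alpha-galactosidase activity in spleen homogenate was measured via 4-methylumbelliferone release from 1 mM fluorogenic substrate after 40 min at 37C and a pH 10 stop. AC50 came from Hill fits of control-normalized data.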
CBFb-RUNX1 inh – inhibitors of human CBF-beta and RUNX1 interaction; AlphaScreen CBFb-His/RUNX1-biotin binding, biochemical; Potency, µM (series often up to 59.8 µM), for inactives: top-dose activity, negative = inhibition, actives largely listed as inhibitors; 230,000 tested, under 10 active; AID 1477; note: % of control where 0% means no effect
Target sequence (Q01196 whole entry, looked up): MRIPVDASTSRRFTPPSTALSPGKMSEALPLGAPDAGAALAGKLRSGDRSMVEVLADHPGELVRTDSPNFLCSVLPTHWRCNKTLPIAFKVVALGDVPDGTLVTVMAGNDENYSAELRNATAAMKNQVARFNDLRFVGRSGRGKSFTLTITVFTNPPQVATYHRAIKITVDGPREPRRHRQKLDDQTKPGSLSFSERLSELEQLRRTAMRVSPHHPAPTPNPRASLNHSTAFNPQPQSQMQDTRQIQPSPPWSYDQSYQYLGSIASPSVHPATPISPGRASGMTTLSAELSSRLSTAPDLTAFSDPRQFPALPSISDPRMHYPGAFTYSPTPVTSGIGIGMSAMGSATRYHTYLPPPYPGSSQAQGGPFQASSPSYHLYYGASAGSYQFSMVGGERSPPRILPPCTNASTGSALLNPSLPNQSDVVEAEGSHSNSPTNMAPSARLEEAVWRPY
Target sequence (Q13951 whole entry, looked up): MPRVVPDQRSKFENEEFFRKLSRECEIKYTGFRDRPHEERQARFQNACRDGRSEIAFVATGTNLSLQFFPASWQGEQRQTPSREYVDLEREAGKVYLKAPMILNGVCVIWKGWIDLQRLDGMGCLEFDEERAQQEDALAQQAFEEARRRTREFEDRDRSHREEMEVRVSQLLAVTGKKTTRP
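CBF-beta (His) and RUNX1 (biotin), 30 nM each; 20 min preassociation; + compound, 15 min; + beads 50 ng each (Ni, streptavidin), 90 min; RT; AlphaScreen read.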
IMPase Li cell – IMPase inhibition in cells with lithium potentiation; Potency, µM (highest dose often 59.4 µM), for the others: at the highest dose activity, negative = IMPase inhibition, most hits filed as inhibitors; 0.35% of 210,000 active; AID 1457; CHO-M1 cells, IP1 TR-FRET (IP-One), carbachol + lithium;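 note: IP1 builds up when IMPase is blocked and the TR-FRET signal falls; potency is the fitted concentration of half-maximal effect; plate controls were basal vehicle for no effect and high inhibitor control for full effect; nearly all actives have a fitted effect of over 50% in size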
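CHO cells stably expressing M1 receptor (2000/well, cultured 16–30 h) treated 30 min at 37C with compound plus low lithium. Cytosolic IP1 by TR-FRET (665/620 ratio and 620 channel) after 10 min lysis; AC50 by Hill fit.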
KinaseGlo FLuc – Kinase-Glo luciferase inhibition (counter-screen). Potency, µM (top dose mostly 38.3 µM), for inactives: at the highest dose activity change, negative = inhibition, usual class: inhibitors. Q27757. Kinase-Glo luciferase, ATP luminescence, 8 min. 0.28% of 200,000 active; note: potency is the fitted concentration of half-maximal effect; % is set by controls: 0 for no effect and ±100 for the full control effect; nearly all actives have a fitted effect of over 60% in size
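Compounds were added to a substrate mix at pH 7.2 (50 mM imidazole, 10 uM ATP, within the enzyme's linear range), followed by Kinase-Glo detection reagent; luminescence was measured after 8 minutes at ambient temperature.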
NPSR antag – neuropeptide S receptor (human) antagonism, cAMP; Q6W5P4; Potency, µM (doses to about 38.3 µM), for the others: top-dose activity change, negative = inhibition, most hits filed as inhibitors; 1% of 220,000 active; AID 1461; CHO-NPSR cells, cAMP TR-FRET, antagonist mode; note: potency is the fitted concentration of half-maximal effect; % is set by controls: 0 for no effect and ±100 for the full control effect; nearly all actives have a fitted effect of over 50% in size; many of its hits are not listed in these tables
Target sequence (Q6W5P4 whole entry, looked up): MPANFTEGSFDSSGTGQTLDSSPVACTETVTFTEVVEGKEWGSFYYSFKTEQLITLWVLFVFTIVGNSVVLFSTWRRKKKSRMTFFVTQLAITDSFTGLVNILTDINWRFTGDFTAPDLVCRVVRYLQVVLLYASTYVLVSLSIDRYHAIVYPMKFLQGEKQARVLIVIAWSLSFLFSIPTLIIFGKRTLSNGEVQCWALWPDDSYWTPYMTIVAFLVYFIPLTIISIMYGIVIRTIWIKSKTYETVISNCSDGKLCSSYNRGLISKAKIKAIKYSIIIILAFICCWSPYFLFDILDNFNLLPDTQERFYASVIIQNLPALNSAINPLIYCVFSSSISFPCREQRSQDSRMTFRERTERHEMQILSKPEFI
Epigenetic reg – regulators of epigenetic silencing causing reporter derepression in mouse cells; murine LDR cells, GFP reporter derepression, 30 h; Potency, µM (doses to about 53.9 µM), inactives show at the top dose GFP activation, hits mostly activators; AID 1865; 0.2% of 280,000 active; note: potency is the fitted concentration of half-maximal effect; % of control where 0% means no effect; nearly all actives have a fitted effect of over 60% in size
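GFP-positive cell count by laser-scanning cytometry (objects 20–120 um) after 30 h, 37 C compound exposure of murine LDR cells; reporter is CMV-GFP integrated at a silenced locus, inducible by HDAC or DNMT inhibitors.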
Lamin A splicing – changes lamin A minigene splicing in HeLa cells | HeLa LMNA splicing GFP/RFP minigene ratio, 48 h | Potency, µM (series often up to 46.1 µM), for the others: at the top dose ratio change, negative = inhibition, usual class: inhibitors | 0.01% of 200,000 active | AID 1487; active = well fitted inhibition curve with a large enough effect in the signal ratio, with a control signal flat, not every such curve was filed as active; inconclusive = small, poorly fitted or top-dose-only effect, or effect the other way, or a change in a side signal; the % refers to the signal ratio; note: potency is the fitted concentration of half-maximal effect; % is set by controls: 0 for no effect and ±100 for the full control effect
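S3 HeLa stable clones carrying a lamin A-EGFP splicing minigene plus DsRed2 were seeded at 600 cells/well in Opti-MEM with 2% FBS, pin-dosed and incubated 48 h at 37°C. Acumen cytometry (488 nm) gave the GFP/RFP total-intensity ratio.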
* hit, by the source's call; u = inconclusive; x = not tested or not shown; & = joins results of further samples; [ ] = another dose, or the depositor's remark. Unless noted, calls come from the whole dose curve; as a rule, active = well fitted curve in the direction sought with a large enough effect; inconclusive = small, poorly fitted or top-dose-only effect, or another doubt; inactive = no such curve, though single readings can be large; an effect the other way counts as inactive or inconclusive. An excerpt, so the mix of outcomes need not match the whole.

Second line of a record – aGal spleen mod | CBFb-RUNX1 inh | IMPase Li cell | KinaseGlo FLuc | NPSR antag | Epigenetic reg | Lamin A splicing
CCOC(=O)N1CCN(Cc2nc3c(c(=O)[nH]c(=O)n3C)n2Cc2ccccc2C)CC1
 : 4% | 0% | 14%[38.3 µM] | 3% | -7%[46.1 µM] | 0.0% | 4%
CC1=C(C(=O)OCC(C)C)C(c2ccccc2Cl)NC(=O)N1C (configuration not stated)
 : 4% | -19% | 1%[38.3 µM] | 2% | 4%[46.1 µM] | -1.5% | -2%
COc1ccc(N2C(=O)NC3CC2(C)Oc2ccc(Cl)cc23)cc1OC (configuration not stated)
 : 5% | -4% | -2%[38.3 µM] | -8% | 2%[46.1 µM] | 0.8% | -11%
Cc1nnc(SCC(=O)Nc2nccs2)n(N)c1=O
 : -6% | -9% | -6% | -1% | 9% | 2.5% | u
CCOC(=O)c1cccc(NC(=O)CCOc2ccccc2)c1
 : -1% | 5% | -4% | -4% | 30% | -1.1% | -9%[46 µM]
COc1ccc(C(=O)OCC[N+]2(C)CCOCC2)cc1
 : -2% | 2% | -6% | 0% | 10% | 2.6% | x
COc1ccc(CCNC(=O)CCC(=O)Nc2ccc3nc(N4CCN(C)CC4)cc(C)c3c2)cc1OC
 : 14% | -1% | 2% | 0% | -5% | -1.1% | -12%[46 µM]
COc1ccc(NC(=O)COC(=O)c2ccc(Cl)c(S(N)(=O)=O)c2)c([N+](=O)[O-])c1
 : -20% | 17% | x | x | -10% | 0.0% | 1%[46 µM]
CSCCC(NS(=O)(=O)c1ccc(Br)cc1)C(=O)OCC(=O)NC1CC1 (configuration not stated)
 : -2% | -3% | -1% | -3% | -4% | 1.2% | x
CC(C)NC(=O)c1ccccc1-c1nc(-c2ccccc2Cl)no1
 : 3% | 10% | x | x | -8%[46.1 µM] | -6.9% | -12%
Cn1[nH]c(=O)c2ccccc2c1=O
 : 2% | 5% | 27%[38.3 µM] | -2% | -9%[46.1 µM] | 0.9% | 7%
O=C(CN1CCOCC1)N/N=C/c1ccc(-c2ccc(Br)cc2)o1
 : 4% | 2% | x | x | 49% | 0.5% | x
O=C(NNS(=O)(=O)c1ccc(F)cc1)C1CCN(S(=O)(=O)c2ccccc2)CC1
 : -3% | 11% | 0% | -2% | 4% | 0.4% | x
CC(C)(C)C(=O)Nc1cccc(-c2nnc(-c3cccc(NC(=O)C(C)(C)C)c3)o2)c1
 : 4% | 8% | 2% | 0% | -4%[46.1 µM] | 4.9% | -7%
Cc1c(N=Cc2cccnc2)c(=O)n(-c2ccccc2)n1C
 : -1% | 2% | -1% | -3% | u | 3.5% | -7%
COC(=O)c1ccc(CSc2nnc(NC(=O)C3CC(=O)N(Cc4ccc(C)cc4)C3)s2)cc1 (configuration not stated)
 : 7% | -8% | -5% | 1% | -9% | 3.9% | u
Fc1cccc(F)c1CN1CCN(c2ncccn2)CC1
 : 0% | 6% | 28%[38.3 µM] | 0% | 0%[46.1 µM] | -1.1% | 6%
N/C(=N\OC(=O)c1cccc(Br)c1)c1ccccc1
 : 1% | 4% | -4%[38.3 µM] | -9% | -5%[46.1 µM] | -0.9% | 4%[0.0737 µM]
Cc1cccc(CN2CCN(CC(C)C)C(CCO)C2)n1 (configuration not stated)
 : 1% | 9% | x | x | 1% | -4.7% | x
C=CCC1C=CC(Oc2ccc(OC)cc2)C(CO)O1 (configuration not stated)
 : 10%[17.5 µM] | 21%[13.1 µM] | x | x | x | 0.0%[10.1 µM] | x
O=C(Cn1c(=O)oc2ccccc21)Nc1nc(-c2ccc(Br)cc2)cs1
 : 5% | -8% | 1% | 7% | -32% | -2.2% | -9%
O=C(Nc1cccc(F)c1)N1CC[C@@]2(CCCN(S(=O)(=O)c3ccccc3)C2)C1
 : 4% | x | 1% | -2% | x | x | x
CCn1c(/C=C\c2ccccc2C)nc2ccccc2c1=O
 : -1% | 13% | 21% | -4% | -4% | 2.1% | u
CCOC(=O)N1CCN(CCC(=O)Nc2ccc(OC)cc2OC)CC1
 : -8% | 13% | 2% | -4% | u | -5.1% | -6%
COCCCNS(=O)(=O)c1ccccc1
 : 1% | 2% | 0%[38.3 µM] | -4% | -1%[46.1 µM] | 1.0% | -7%
CCOc1ccc(-n2c(C)cc(/C=N/Nc3nc(C)cc(=O)[nH]3)c2C)cc1
 : -3% | -16% | x | x | 25% | -1.0% | x
COc1ccc(CNC(=O)CSc2nnc(C(F)(F)F)n2C)cc1
 : -9% | -1% | -3% | -1% | 4% | 2.8% | 5%[46 µM]
CCc1ccc2n(-c3ccc(OC)cc3)c([S-])c(C(=O)Nc3cc(C)cc(C)c3)[n+]2c1
 : 6% | 3% | x | x | 10µM* | -1.7% | x
O=c1ccc(/C=C/c2ccccc2)nn1Cc1ccc(Cl)cc1Cl
 : u | 3% | 38%[activator][38.3 µM] | 1% | -21%[46.1 µM] | 0.1% | 0%
CCOc1ccccc1N(C(=O)Nc1ccc(Cl)cc1)C1=NCCS1
 : 2% | 1% | x | x | 10%[46.1 µM] | 1.7% | -7%
CCC(=NCCc1ccccc1)C1=C(O)CCC1=O
 : -2% | 2% | -3%[38.3 µM] | 1% | -3%[46.1 µM] | 2.0% | 1%
COC(=O)[C@@H](NC(=O)NCCC1=CCCCC1)C(C)C
 : -4% | 2% | x | x | -4%[7.67 µM] | -0.3% | x
CCc1nc2c(sc3nc4c(cc32)COC(C)(C)C4)c(=O)n1Cc1ccccc1
 : 6% | 0% | -4%[38.3 µM] | -1% | -3%[46.1 µM] | 4.0% | 8%
O=S(=O)(c1cccc2nsnc12)N1CCN(c2ccc(F)cc2)CC1
 : 2% | -20% | 9% | 0% | -13% | -5.2% | 3%[9.22 µM]
Cc1cccn2c(=O)c3cc(C#N)c(=NC(=O)c4cccs4)n(CCCOC(C)C)c3nc12
 : u | 10% | x | x | 45% | u | x
CCOC(=O)CCC(NC(=O)c1ccccc1C(=O)NC(CCC(=O)OCC)C(=O)OCC)C(=O)OCC (configuration not stated)
 : 4% | 16% | -18% | 0% | 16% | 0.9% | x
CCN(CC)c1ccc(/C=C(\C#N)C(=O)NCc2ccco2)cc1
 : 6% | 7% | 28% | 2% | u | 1.0% | -4%
COCc1cc(=O)[nH]c(Sc2c(-c3ccccc3)c3ccc(Cl)cc3[nH]c2=O)n1
 : -4% | 4% | -25% | 4% | -17% | -1.1% | u
Clc1ccc(CO/N=C2\CCCc3nonc32)c(Cl)c1
 : -11% | u | 2% | 4% | -13% | 0.2% | u
COc1ccc(Nc2nc(N)nc(CN3CCOCC3)n2)cc1
 : -14% | 13% | -14%[38.3 µM] | -2% | 8%[46.1 µM] | 1.6% | 16%
Cc1ccc(-c2csc(NC(=O)N3CCOCC3)n2)cc1
 : 2% | 2% | 13% | 4% | 21% | -2.6% | u
COc1ccc2c(c1)OC(=O)CC2c1ccccc1OC (configuration not stated)
 : -1%[119 µM] | 10%[89.1 µM] | 11% | -1%[39.9 µM] | x | -0.9% | x
COc1ccc(CNC(=O)CCS(=O)(=O)c2cccc3nonc23)cc1
 : -24% | 1% | 16%[38.3 µM] | 4% | -2%[46.1 µM] | -1.0% | 0%
Cc1ccc(CN(Cc2ccccc2)C(=S)NCC(=O)NCc2cccnc2)o1
 : 0% | 11% | -1% | -1% | -14% | -0.4% | 6%[46 µM]
CCCCCCc1cc2cc(S(=O)(=O)c3ccc(Cl)cc3)c(=O)oc2cc1O
 : 2% | 2% | 8% | 2% | -51% | 0.2% | -6%
CCC(CC)C(=O)Nc1cccc(SC)c1
 : -9% | -6% | 15% | -1% | -4% | 0.0% | -3%[46 µM]
O=C(Cc1ccc(F)cc1)NCCc1ccccc1
 : 0% | 1% | 24%[38.3 µM] | -4% | -5%[46.1 µM] | -3.6% | 7%
COc1cccc2c(=O)n(CC(=O)Nc3ccc(F)cc3)ccc12
 : -5% | 4% | u | -2% | 19%[46.1 µM] | -1.0% | -10%
CN1C(=O)c2cccc(N(C)C)c2C1=O
 : 6% | 8% | 11%[38.3 µM] | 1% | 7%[46.1 µM] | 0.0% | 12%
Cc1ccc(-n2c(Cc3cccs3)nnc2SCC(=O)Nc2ccc(S(N)(=O)=O)cc2)cc1
 : 10% | 2% | -6%[38.3 µM] | -1% | u | -0.7% | 10%
Cc1ccc(NC(=O)Cn2c(O)c(N=NC(N)=O)c3ccccc32)cc1
 : -16% | 1% | x | x | -28% | -2.7% | x
COc1cccc(C2CC(c3ccc(C)cc3)n3ncnc3N2)c1 (configuration not stated)
 : 5% | -9% | 35%[activator][38.3 µM] | 5% | 8%[46.1 µM] | -0.8% | -5%
CCOCCCNC(=O)N[C@@H](Cc1ccccc1)C(=O)OC
 : -6% | 5% | -3%[38.3 µM] | -1% | 0%[46.1 µM] | -0.2% | 13%
CC(C)(C)NC(=O)NC(=O)CN1CCN(c2ccccc2O)CC1
 : -6% | 7% | -8% | 3% | 3% | 1.9% | 11%[46 µM]
COc1ccc2cc(C#N)c(NC(C)C)nc2c1
 : u | 22% | 4%[38.3 µM] | 4% | -4%[46.1 µM] | -16% | -4%
CCN1CCN(c2cc(C)c3cc(NC(=O)c4cccnc4Cl)ccc3n2)CC1
 : 11% | -3% | 32%[activator][38.3 µM] | 1% | -6%[46.1 µM] | 9.0% | 11%
Cc1cccn2c(=O)c(/C=C(\C#N)C(N)=O)c(Oc3ccccc3)nc12
 : 13% | 4% | x | x | -39% | 0.0% | x
FC(F)(F)c1cc(Cl)c2nnc(-c3cccnc3)n2c1
 : 11% | 5% | 1% | x | -13% | -1.2% | x
COc1ccc(Oc2ncc3nc(-c4cn(C)c5ccccc45)c(=O)n(CCC#N)c3n2)cc1
 : -1% | x | 4% | -4% | x | x | x
Cc1ccc(S(=O)(=O)CNC(=S)c2ccc3ccccc3c2)cc1
 : -13% | -12% | 13%[38.3 µM] | 1% | -1%[46.1 µM] | 6.1% | 7%
O=C(NCCCN1CCN(CCCNC(=O)c2cccc([N+](=O)[O-])c2)CC1)c1cccc([N+](=O)[O-])c1
 : 8% | -8% | 3% | -4% | 16% | -1.0% | 3%
COc1ccc(Cn2c(-c3ccco3)nc3oc4cc(OC)ccc4c(=O)c3c2=O)cc1
 : 8% | 8% | 4%[38.3 µM] | -9% | 5%[46.1 µM] | -1.0% | 6%
CCCCCCCCCCCCCCCCOC[C@H](COP(=O)([O-])OCC[N+](C)(C)C)OC(=O)NC
 : -28%&17% | 18%&-5% | -5%&13% | 2% | x | -2.5%&-2.2% | x
